FBW7 activator: activators of human E3 ligase FBW7; Q969H0; AlphaScreen FBW7–phospho-cyclin E peptide binding, activator screen; normalized activity (activation), % at 26.1 µM; hit rate 0.13% among 650,000; AID 1259310; in the data active = normalized activity above about 1.9%;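 note: purified mutant Fbw7 with reduced substrate affinity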
Target sequence (Q969H0 whole entry, looked up): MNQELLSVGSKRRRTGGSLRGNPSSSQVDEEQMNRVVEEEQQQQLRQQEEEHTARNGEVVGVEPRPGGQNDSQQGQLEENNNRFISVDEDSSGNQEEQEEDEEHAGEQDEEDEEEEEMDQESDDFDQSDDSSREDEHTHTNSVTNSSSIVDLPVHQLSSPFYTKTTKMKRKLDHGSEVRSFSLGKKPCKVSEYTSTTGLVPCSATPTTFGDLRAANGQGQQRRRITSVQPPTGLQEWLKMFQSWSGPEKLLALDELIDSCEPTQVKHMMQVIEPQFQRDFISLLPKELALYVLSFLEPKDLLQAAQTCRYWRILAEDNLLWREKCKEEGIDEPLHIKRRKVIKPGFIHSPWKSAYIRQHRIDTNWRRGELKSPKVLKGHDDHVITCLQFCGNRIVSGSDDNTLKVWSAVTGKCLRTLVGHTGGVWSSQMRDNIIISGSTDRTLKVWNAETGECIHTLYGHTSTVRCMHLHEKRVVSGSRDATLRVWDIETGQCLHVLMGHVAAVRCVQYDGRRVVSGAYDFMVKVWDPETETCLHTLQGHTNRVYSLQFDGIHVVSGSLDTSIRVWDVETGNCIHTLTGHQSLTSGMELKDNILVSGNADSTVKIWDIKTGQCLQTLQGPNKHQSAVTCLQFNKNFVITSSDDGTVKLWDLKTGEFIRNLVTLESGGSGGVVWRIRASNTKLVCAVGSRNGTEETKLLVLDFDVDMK
GPR151 ag: activators of human GPR151 | PathHunter beta-arrestin GPR151 cells, luminescence | activation, % at 11.2 µM | hit rate 1% among 650,000 | AID 1508602; in the data active = activation above about 4.9%;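 note: 0% = median of compound wells and 100% = cells with positive control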
Target sequence (Q8TDV0 whole entry, looked up): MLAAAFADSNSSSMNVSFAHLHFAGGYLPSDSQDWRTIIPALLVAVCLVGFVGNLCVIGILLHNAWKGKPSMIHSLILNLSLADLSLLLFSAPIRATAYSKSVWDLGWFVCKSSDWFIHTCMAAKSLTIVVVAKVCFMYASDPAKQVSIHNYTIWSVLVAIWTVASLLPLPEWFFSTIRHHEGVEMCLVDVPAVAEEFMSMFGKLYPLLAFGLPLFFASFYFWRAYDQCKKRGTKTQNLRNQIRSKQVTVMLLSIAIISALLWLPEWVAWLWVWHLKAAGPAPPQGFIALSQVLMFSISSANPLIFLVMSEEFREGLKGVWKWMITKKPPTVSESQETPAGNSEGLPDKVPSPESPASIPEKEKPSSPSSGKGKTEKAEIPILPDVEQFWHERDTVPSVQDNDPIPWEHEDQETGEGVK
MITF primary: human MITF inhibition, primary screen; hit rate 0.91% among 650,000; AlphaScreen MITF homodimerization, bead proximity signal; inhibition, % at 2.6 µM; in the data active = inhibition above about 50%;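 note: 0% = vehicle wells with protein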
TEAD-YAP inh: TEAD-YAP interaction inhibition; HEK-TIYL cells, TEAD-Gal4/YAP UAS-luciferase luminescence; inhibition, % at 9.12 µM; hit rate 1.4% among 640,000; AID 1259422; in the data active = inhibition above about 32%;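 note: 0% = median of test compound wells and 100% = reference inhibitor wells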
Active calls of the source: *. Compounds as they come (roughly 3.4% active in at least one column).

SMILES | FBW7 activator | GPR151 ag | MITF primary | TEAD-YAP inh
CN(C)c1cccc(Nc2nc3ccc(C(=O)NCCc4ccc(O)cc4)cc3s2)c1 | 0.1 | 2.8 | 15.8 | -43.9
Cc1ncc(CO)c2cc(-c3nnc(Nc4ccc(C(C)C)cc4)s3)c(=O)oc12 | 0.0 | 1.7 | -3.1 | -0.1
CCOCCOC(=O)C1=C(C)NC(=O)NC1c1ccc(O)cc1 (stereo not given) | 0.0 | 2.0 | 1.9 | -6.6
O=C(COc1ccc(Cl)cc1Cl)Nc1ccc(NC(=O)c2ccco2)cc1 | -0.2 | 0.5 | 2.4 | -9.5
COc1ccccc1C1C(C#N)=C(N)Oc2c1oc(CO)cc2=O (stereo not given) | -0.2 | -1.0 | -6.3 | -3.2
O=c1nc2n(c3scc(-c4ccccc4)c13)CC(O)=C2c1ccccc1 | 0.6 | -0.9 | 7.2 | 1.9
CCOC(=O)c1ccccc1NC(=O)C(C)Oc1cccc(Br)c1 (stereo not given) | 0.0 | -0.1 | 7.8 | 5.9
COC1CCN(c2nc(CN(C)C(C)c3ccon3)nc3ccc(Cl)cc23)CC1 (stereo not given) | -0.2 | 0.5 | 3.9 | 4.5
COCCn1c(C)cc(C(=O)COC(=O)Cc2n[nH]c(=O)c3ccccc23)c1C | -0.2 | 0.2 | 16.7 | -30.0
CCOc1cc(CN2CCc3nc(N4CCCC4)[nH]c(=O)c3C2)ccc1O | -0.1 | 2.1 | 6.6 | 4.9
COc1ccccc1-n1nnc(C(=O)NCc2cccs2)c1N | 0.1 | 0.8 | 9.8 | -1.6
CC1CCCN(C(=O)Cc2ccccc2)C1 (stereo not given) | 0.1 | -0.2 | 7.5 | 7.8
CC1CCN(C(=O)CSc2nc3c(c(=O)n2Cc2ccccc2)SCC3)CC1 | -0.1 | 0.8 | 4.0 | 6.8
O=C(c1cc(N2C(=O)CCS2(=O)=O)ccc1Cl)N1CCCc2ccccc21 | 0.0 | 0.4 | -3.8 | -3.5
CCOc1ccc(C2CC(c3ccccc3Cl)Nc3ncnn32)cc1 (stereo not given) | 0.0 | 0.1 | -1.3 | 0.0
CCN(CC)c1ncnc2sc(C(=O)Nc3ccccc3C(F)(F)F)c(C)c12 | 0.0 | -1.2 | -5.4 | 3.3
CN(C)C=Nc1ccc(S(=O)(=O)N(C)c2nccs2)cc1 | 0.1 | -0.4 | -10.8 | 2.6
O=C(CCc1nnc(Cc2c[nH]c3ccccc23)o1)NC1(c2ccccc2)CC1 | 0.0 | 0.8 | 12.4 | 4.2
CC(=O)Nc1ccc(NC(=O)c2ccccc2C(=O)O)cc1 | -0.1 | -1.4 | 18.2 | 7.3
COc1ccc(NC(=O)c2c(NC(=O)c3ccc(Br)cc3)sc3c2CCC(C)C3)cc1 (stereo not given) | 0.2 | -0.7 | 4.8 | -21.9

Next part, starting with the last 5 of the part before.
SMILES | FBW7 activator | GPR151 ag | MITF primary | TEAD-YAP inh
CCN(CC)c1ncnc2sc(C(=O)Nc3ccccc3C(F)(F)F)c(C)c12 | 0.0 | -1.2 | -5.4 | 3.3
CN(C)C=Nc1ccc(S(=O)(=O)N(C)c2nccs2)cc1 | 0.1 | -0.4 | -10.8 | 2.6
O=C(CCc1nnc(Cc2c[nH]c3ccccc23)o1)NC1(c2ccccc2)CC1 | 0.0 | 0.8 | 12.4 | 4.2
CC(=O)Nc1ccc(NC(=O)c2ccccc2C(=O)O)cc1 | -0.1 | -1.4 | 18.2 | 7.3
COc1ccc(NC(=O)c2c(NC(=O)c3ccc(Br)cc3)sc3c2CCC(C)C3)cc1 (stereo not given) | 0.2 | -0.7 | 4.8 | -21.9
CC1(C)CC(=O)N(CC(=O)NCc2ccccc2)c2ccccc2S1 | -0.1 | 1.5 | 0.5 | 2.3
COc1ccc(C2=NN(C(=O)CSc3nnc(CNC(=O)c4cccc(C)c4)n3C)C(c3ccc(OC)cc3)C2)cc1 (stereo not given) | 0.0 | -0.1 | 8.2 | -0.4
COc1cccc(CN2CCN(C(=O)CCC3(C)CCC(=O)N3)CC2=O)c1 (stereo not given) | -0.1 | 7.8* | -4.4 | -0.1
COc1ccc([N+](=O)[O-])cc1NC(=O)c1c(Br)cnn1C | 0.0 | 2.2 | 9.1 | 12.6
Cc1ccc(-c2cccc(C(=O)N3CCOc4ccc(C(C)(O)CN(C)C)cc4C3)c2)o1 (stereo not given) | 0.0 | 1.0 | 6.2 | 2.2
COc1ccc(NC(=S)c2ccncc2)cc1 | 0.0 | -0.8 | 10.9 | -2.4
COC(=O)c1c(C)[nH]c(C(=O)/C(C#N)=C/c2cccs2)c1C | 0.0 | 3.4 | 9.6 | -1.8
Cc1cc(=O)n(CC(=O)O)c2c(C)cccc12 | -0.3 | -0.8 | 10.3 | 9.1
CC(=O)Nc1ccc(NC(=O)c2csc(NCCN3CCOCC3)n2)cc1 | -0.1 | 2.0 | 4.8 | -3.8
Cc1cc(C)c2c(=O)[nH]c(SCc3cc([N+](=O)[O-])cc4c3OCOC4)nc2n1 | 0.0 | 0.5 | -10.7 | -1.6
S=C(Nc1ccccc1Cl)N(CCCN1CCOCC1)Cc1cccs1 | 0.2 | 0.5 | 5.5 | 14.2
CCOC(=O)Cn1c(=NC(=O)c2ccc(F)cc2)sc2cc(NC(C)=O)ccc21 | 0.0 | -1.4 | 0.6 | -8.7
Cc1cccc(CNC(=O)C2CC23CCN(C(=O)CCCc2cccs2)CC3)n1 (stereo not given) | -0.1 | -0.3 | -5.3 | -3.5
CC(C)S(=O)(=O)c1nsc2nc(=O)c(/C=C3\C=CC(=O)C(O)=C3)c(N)n12 | 0.4 | -1.8 | 19.1 | -9.7
Cc1cc2c(cc1C)NC(CC(=O)Nc1cccc(Cl)c1)C(=O)N2 (stereo not given) | 0.4 | 0.2 | 14.4 | -11.3
Cc1nn(Cc2ccccc2Cl)c(C)c1/C=C/C(=O)O | 0.0 | 1.0 | -15.6 | 3.3
COc1cc(/C(C)=N/NC(=O)OC(C)(C)C)cc(OC)c1OC | 0.8 | -1.8 | 28.7 | -39.4
COc1ccc(Nc2nc(Nc3ccc(OC)cc3)nc(N3CCC4CCCN4C3)n2)cc1 (stereo not given) | -0.1 | -1.0 | 13.0 | 14.8
COc1c(Cl)cc(C(=O)Nc2ccccc2C(=O)O)cc1Cl | -0.1 | 1.4 | 0.1 | -6.4
Cc1cccc(NC(=O)CSc2n[nH]c(-c3ccccc3O)n2)c1 | -0.3 | -1.6 | -7.7 | 11.4

Reprinted from the entries so far for reference:
SMILES | FBW7 activator | GPR151 ag | MITF primary | TEAD-YAP inh
COc1c(Cl)cc(C(=O)Nc2ccccc2C(=O)O)cc1Cl | -0.1 | 1.4 | 0.1 | -6.4
Cc1cccc(NC(=O)CSc2n[nH]c(-c3ccccc3O)n2)c1 | -0.3 | -1.6 | -7.7 | 11.4

Remaining list, next part
SMILES | FBW7 activator | GPR151 ag | MITF primary | TEAD-YAP inh
O=C(CSCc1ccccc1)Nc1cc([N+](=O)[O-])ccc1F | 0.0 | -0.9 | 17.7 | 9.9
CCOc1ccc(N2C(=O)C3C4CCC(C4)C3C2=O)cc1 (stereo not given) | 0.0 | 1.2 | 1.8 | 21.2
CCC(=O)Nc1ccc(NC(=S)NC(=O)Cc2ccccc2)cc1 | -0.1 | -0.5 | 3.3 | -14.9
C=CCc1cccc2cc(C(=O)Nc3ccccc3C)c(=O)oc12 | 0.0 | -0.9 | 5.3 | 7.3
CCOc1cc(C2C(C(=O)OCCOC)=C(C)NC3=C2C(=O)CCC3)ccc1O (stereo not given) | 0.0 | 1.0 | 2.6 | 1.2
CCCOc1ccc(/C=C/C(=O)Nc2ccccc2OC)cc1 | 0.2 | -0.4 | 1.4 | -11.6
Cc1cccc(NC(=O)c2cnn3cccnc23)c1C | 0.0 | -1.3 | 5.2 | -66.5
COc1ccc(O)c(C=Nc2cc(NC(C)=O)c(Cl)cc2Cl)c1 | 0.7 | -0.1 | 20.1 | -4.4
Cc1noc(C)c1S(=O)(=O)N1CCN(Cc2nc(-c3ccccc3)cs2)CC1 | -0.2 | 0.2 | -6.2 | 8.7
CCOc1ccc(C(=O)NNc2cc(=O)n(C)c(=O)n2C)cc1 | 0.3 | 0.3 | 15.9 | -10.5
N/C(=N\OC(=O)CCN1C(=O)c2ccccc2C1=O)c1cccnc1 | 0.1 | -0.5 | -6.2 | -15.6
CCN1CCN(C(C)=O)C(C(=O)N2CCOCC2)C1 (stereo not given) | -0.1 | 0.7 | -0.9 | 1.2
CN(C)c1ccc([N+](=O)[O-])cc1C(=O)NC1CCCCCCC1 | -0.1 | -0.4 | 0.8 | -0.5
O=C1NN(c2ccccc2)C(=O)/C1=C\c1ccc(-c2ccc3c(c2)C(=O)NC3=O)o1 | -0.2 | 2.2 | 7.0 | 9.6
C=CCN1C(=O)/C(=C2/Sc3ccc(OC)cc3N2C)S/C1=N\c1ncn[nH]1 | 0.7 | -1.1 | 14.5 | -8.9
Nc1cc(=O)[nH]c(SCC(=O)NC2CCCCCCC2)n1 | 0.1 | 0.5 | -3.3 | 1.0
Cc1ccc(S(=O)(=O)N2CCN=C2SCc2cccnc2)cc1 | -0.2 | -1.1 | -4.7 | 1.5
CCOC(=O)c1c(C)oc2cc(Br)c(OCc3ccc(C(F)(F)F)cc3)cc12 | 0.1 | 0.2 | -10.2 | -3.9
CCN(C(=O)CSc1nc2nc(C)cc(C)n2n1)c1ccccc1 | 0.1 | 0.2 | 8.3 | -1.9
CN1CCN(/N=C2/C(=O)Nc3ccc(Br)cc32)CC1 | 0.1 | -0.4 | -9.7 | -1.2
O=C(O)CCN1C(=O)c2ccc(C(=O)c3ccc(C(=O)O)cc3)cc2C1=O | -0.2 | -1.6 | 22.4 | -6.1
Cc1ccc2oc(-c3cccc(NC(=O)COc4cccc(C)c4C)c3)nc2c1 | 0.0 | -0.7 | 4.1 | 1.2
COc1ccc(Cn2c(O)c(C3=c4cc(F)ccc4=NC3=O)sc2=S)cc1 | 0.1 | 1.1 | -2.8 | 14.2
O=C(O)C12CC3CC(C1)CC(n1ncc(NC4CCCCCC4)c(Cl)c1=O)(C3)C2 | 0.1 | 0.6 | -2.4 | -3.1
Cc1c(C(=O)NCc2ccc3c(c2)OCO3)sc2ncn(CC(=O)N3CCCC(C)C3)c(=O)c12 (stereo not given) | -0.2 | 0.5 | -2.5 | -0.1
CC1CCCCC1NC(=O)CN1C(=O)COc2cc(S(=O)(=O)N3CCCC3)ccc21 (stereo not given) | -0.3 | 1.0 | -0.6 | -5.4
C=CCSc1nc2c(c(=O)[nH]1)C(c1ccc([N+](=O)[O-])cc1)C1=C(CCCC1=O)N2 (stereo not given) | -0.3 | 1.0 | 9.9 | -0.9
COc1ccc2[nH]cc(CCNc3cc(-n4nc(C)cc4C)nc(C)n3)c2c1 | 0.1 | 1.2 | 0.7 | 10.4
COc1cc(C2C(C(=O)Nc3cccc(C(F)(F)F)c3)=C(C)NC3=C2C(=O)CC(C)(C)C3)ccc1O (stereo not given) | 0.0 | 0.6 | -9.1 | 1.2
COc1ccc(CCNc2cc(-c3cccs3)ncn2)cc1 | 0.1 | 3.6 | 11.4 | 3.9
O=C(NCc1ccc(Cl)cc1)c1cccn2c(=O)c3ccccc3nc12 | 0.0 | 0.8 | 9.5 | -2.0
COc1cc(OC)cc(C(=O)N2CCN(c3ccc([N+](=O)[O-])cc3)CC2)c1 | 0.0 | -0.9 | -11.9 | 4.8
CC(=O)Nc1ccc(NC(=O)c2cnc(-c3csc4ccccc34)s2)cc1 | 0.0 | -3.0 | -2.9 | -3.6
CCOC(=O)c1cc2c(C)nn(-c3ccccc3)c2s1 | -0.1 | -1.0 | -0.5 | -4.5
CCOc1ccc(NC(=O)CC2C(=O)N(C)C(=S)N2NC(=O)c2cccc(F)c2)cc1 (stereo not given) | -0.1 | 1.8 | -1.4 | 4.6
CCC(=O)Nc1c2c(nn1-c1ccc(Cl)cc1)CS(=O)(=O)C2 | 0.6 | -0.7 | 18.1 | 2.7
O=C(c1ccc(CNS(=O)(=O)c2cccc(Cl)c2)cc1)N1CCCC1 | 0.0 | 0.5 | 6.0 | -18.8
COc1cc(NC(=O)COc2cc(C)ccc2C(C)(C)C)c(OC)cc1Cl | -0.1 | -1.2 | 1.1 | 6.5
CCOc1ccc(-n2c(=S)sc3c(=O)n(-c4ccccc4)c(SCc4ccccc4C)nc32)cc1 | -0.1 | 0.3 | -1.1 | 4.5
N#Cc1ccc(Cn2ccc([N+](=O)[O-])n2)cc1 | -0.1 | 0.4 | -18.4 | 3.1
O=C(Cn1cc([N+](=O)[O-])cn1)Nc1ccc(-c2noc(-c3ccccc3F)n2)cc1 | 0.0 | 0.8 | 0.0 | -22.0
Cn1c(Cc2csc(Nc3ccc(F)cc3)n2)nnc1SCC(N)=O | -0.2 | -0.3 | -0.9 | 9.3
CC(C)Oc1ccc(/C=C/C(=O)O)cc1 | 0.0 | 0.4 | 5.7 | 6.5
O=[N+]([O-])c1ccc(N2CCNCC2)cc1NCc1ccccn1 | -0.1 | -1.9 | -9.0 | -11.7
CC(=O)c1cc(F)ccc1Oc1nc(C)nc2sc(C)c(C)c12 | 0.3 | -1.7 | 8.8 | -18.6
c1ccc(Oc2ccc(-c3[nH]c(-c4c[nH]c5ccccc45)nc3-c3ccccc3)cc2)cc1 | -0.1 | 0.8 | 3.3 | 0.8
COc1ccc(C(=O)C2CCCN(S(=O)(=O)c3ccc(F)c(F)c3)C2)c(C)c1 (stereo not given) | 0.1 | -1.3 | -0.7 | -7.4
CCCc1noc(-c2ccc(C(C)(C)C)cc2)n1 | 0.0 | -1.2 | 25.2 | -2.6
Cc1nc(SCC(=O)Nc2cccc3cccnc23)c(C#N)c(C)c1C | 0.5 | -0.7 | 16.7 | 6.3
O=C(CCCn1cnc([N+](=O)[O-])n1)Nc1ccc(Cl)cc1Cl | -0.2 | 0.6 | 3.4 | -4.6
